# Bioassay records from PubChem.
# Fam108B counter: Fam108B inhibition, counter-screen for RBBP9 inhibitors | recombinant Fam108B, FP-Rh probe fluorescence polarization | inhibition, % at 9.51 µM | 0.33% of 300,000 active;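 active = inhibition above the screen mean inhibition plus 3 SD, computed separately per campaign, cut at about 18% in these data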;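 note: inhibitors lower polarization as less probe binds the enzyme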
# BCLXL inh: Bcl-xL (human) inhibition; Q07817; 0.7% of 320,000 active; inhibition, % at 10.9 µM; GST-Bcl-xL / FITC-Bim BH3 peptide fluorescence polarization;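 active = inhibition above the mean of all tested compounds plus 3 SD, cutoff set per campaign, cut at about 30% in these data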;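 note: 0% = DMSO wells and 100% = unlabeled Bim-BH3 peptide competitor; inhibitors lower millipolarization by displacing the labeled peptide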
# Target sequence (Q07817 whole entry, looked up): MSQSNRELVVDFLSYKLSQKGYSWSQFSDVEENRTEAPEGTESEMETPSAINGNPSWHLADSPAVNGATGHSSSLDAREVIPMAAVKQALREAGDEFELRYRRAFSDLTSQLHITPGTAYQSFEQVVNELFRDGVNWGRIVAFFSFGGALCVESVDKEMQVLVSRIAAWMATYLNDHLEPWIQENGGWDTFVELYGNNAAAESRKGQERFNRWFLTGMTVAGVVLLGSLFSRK
# CIT2-GFP yeast: modulators of TOR pathway CIT2-GFP in S. cerevisiae. S. cerevisiae CIT2-GFP strain, flow cytometry, 3 h; 100 means same as DMSO wells. GFP response vs DMSO, % at 10 µM. 0.065% of 320,000 active. AID 2029;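 active = GFP response relative to DMSO above a set limit, near the screen mean plus 3 SD, cut at about 150% in these data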;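 note: ratio of well median GFP fluorescence to mean of DMSO wells on the plate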
# MEX-5 binding: C. elegans MEX-5 TCR-2 RNA binding activity; MEX-5/FITC-TCR2 RNA binding, fluorescence polarization; hits give low values; activity score (negative = inhibition of binding), % at 10 µM; 0.38% of 300,000 active; AID 1832;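 active = inhibition past about -25% in most replicates, and total fluorescence under double the plate's negative control median, limit read from the data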;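 note: 0% = DMSO and -100% = 5 µM competing unlabeled TCR2 RNA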
# Target sequence (Q9XUB2 whole entry, looked up): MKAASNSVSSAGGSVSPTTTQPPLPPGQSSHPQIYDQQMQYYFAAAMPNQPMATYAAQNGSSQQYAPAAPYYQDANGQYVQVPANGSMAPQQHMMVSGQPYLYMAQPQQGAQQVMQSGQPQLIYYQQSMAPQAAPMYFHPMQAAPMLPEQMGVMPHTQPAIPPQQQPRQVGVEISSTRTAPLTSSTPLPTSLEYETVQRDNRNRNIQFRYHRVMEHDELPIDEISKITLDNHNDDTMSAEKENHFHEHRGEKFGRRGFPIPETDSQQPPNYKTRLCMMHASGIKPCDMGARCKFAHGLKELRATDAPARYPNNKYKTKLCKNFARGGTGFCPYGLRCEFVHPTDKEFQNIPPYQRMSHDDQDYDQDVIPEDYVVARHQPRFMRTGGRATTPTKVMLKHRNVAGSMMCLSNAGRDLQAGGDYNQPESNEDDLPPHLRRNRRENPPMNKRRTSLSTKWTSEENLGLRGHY
# GRK2 inh: blocks RNA aptamer binding to human GRK2 | inhibition of aptamer binding, % at 10 µM | AID 488847 | P25098 | bead flow cytometry, FAM-aptamer displacement from GRK2 | 0.59% of 330,000 active;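 active = inhibition of aptamer binding above 40%, roughly 3 SD of noise, on plates passing a quality check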;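 note: median bead fluorescence of bound FAM aptamer so fluorescent compounds give negative values; no value below 0 was filed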
# VLA-4 inh: inhibition in a human VLA-4 binding assay; 0.2% of 330,000 active; AID 2557; inhibition, % (about 7 µM as worked out from the volumes in the protocol); VLA-4 expressing cells, ligand binding flow cytometry; P13612; in the data active = inhibition above about 50%
# AGP1 TOR yeast: yeast TOR pathway AGP1-GFP modulation; S. cerevisiae AGP1-GFP multiplex flow cytometry, 3 h; GFP as percent of DMSO wells; GFP response vs DMSO, % at 10 µM; 0.02% of 320,000 active;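 active = GFP response relative to DMSO above a set limit, near screen average plus 3 SD, cut at about 150% in these data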;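 note: median GFP channel fluorescence of the gated AGP1 strain per well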
# MCL1-BIM inh: disrupts human MCL1 binding to BIM-BH3 peptide | Q07820 | GST-MCL1 / FITC-Bim-BH3 fluorescence polarization | inhibition, % at 10.9 µM | 0.68% of 320,000 active;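 active = inhibition above the mean inhibition of all tested compounds plus 3 SD, set per campaign, cut at about 40% in these data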;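 note: 0% = DMSO wells and 100% = unlabeled Bim-BH3 peptide control; higher means more loss of mP so more displacement of Bim peptide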
# Target sequence (Q07820 whole entry, looked up): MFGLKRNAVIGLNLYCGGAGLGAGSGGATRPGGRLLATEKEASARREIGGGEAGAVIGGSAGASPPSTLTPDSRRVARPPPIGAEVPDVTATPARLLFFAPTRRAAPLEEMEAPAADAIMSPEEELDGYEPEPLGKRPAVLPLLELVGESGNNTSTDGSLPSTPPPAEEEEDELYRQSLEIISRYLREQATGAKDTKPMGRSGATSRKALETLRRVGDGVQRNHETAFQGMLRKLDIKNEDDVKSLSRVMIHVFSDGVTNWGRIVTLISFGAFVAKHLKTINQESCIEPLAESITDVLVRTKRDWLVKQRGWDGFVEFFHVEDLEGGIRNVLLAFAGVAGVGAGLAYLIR
# GLD-1 TGE inh: GLD-1-TGE RNA interaction inhibition (C. elegans). AID 2280. purified GLD-1 + fluorescein TGE RNA, fluorescence polarization. inhibition, % at 5.96 µM. 0.44% of 320,000 active;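 active = percent inhibition above a per-plate cutoff, the plate mean of test compounds plus 3 SD, cut at about 30% in these data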;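 note: 0% = DMSO wells with GLD-1 and probe and 100% = wells lacking GLD-1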
# * hit, by the source's call; . = not tested or not shown; + = active, no number. This is a random part of the collection, and some 2.2% of all compounds hit somewhere here.
SMILES,Fam108B counter,BCLXL inh,CIT2-GFP yeast,MEX-5 binding,GRK2 inh,VLA-4 inh,AGP1 TOR yeast,MCL1-BIM inh,GLD-1 TGE inh
CCc1ccc(NC(=O)/C(C#N)=C/c2ccncc2)cc1,4.2,0.6,102.9,-0.5,4.0,10.7,111.3,-1.4,-2.8
Cn1c(SCC(=O)N2CCOCC2)nc2cccnc21,-4.1,2.2,94.9,-0.6,0.0,11.9,.,1.5,0.6
Cc1ccc2oc(C(=O)NC3CCS(=O)(=O)C3)cc(=O)c2c1 (centres undefined),2.8,-2.3,102.9,-0.5,0.0,24.2,107.5,-5.1,-0.1
CCOC(=O)Cc1nnc(Nc2cccc(O)c2)c2ccccc12,-0.3,-2.8,101.5,1.5,1.0,89.5*,96.9,-5.4,1.0
CC(=O)NC(CC(=O)OCC(=O)N1CCN(S(=O)(=O)c2ccc(Cl)cc2)CC1)c1ccccc1 (centres undefined),-2.1,2.4,100.4,3.5,2.0,-1.4,94.7,-0.3,0.7
O=C(c1cc(COc2ccc(F)cc2Cl)on1)N1CCSCC1,1.5,-0.9,95.5,-1.1,29.0,7.3,90.0,3.2,2.4
CCN(CC(=O)NCc1ccncc1)S(=O)(=O)c1ccc(OC)cc1,-0.6,2.6,103.5,1.3,0.0,11.1,104.3,3.7,-9.3
CCOC(=O)C1CCN(C(=O)c2cccs2)CC1,0.3,2.1,93.5,0.5,0.0,-2.3,94.4,-5.4,4.3
O=C(c1ccco1)N1N=C(c2ccc(Cl)cc2)CC1(O)C(F)(F)F (centres undefined),0.6,-0.7,90.5,-0.5,0.0,-41.7,93.9,-1.2,2.6
COc1ccc(/C=C/c2nnc(NC(=O)C(C)C)s2)cc1,-6.4,5.8,89.4,-2.7,0.0,-7.9,94.9,2.3,-6.8
COc1ccc(C(=O)Nc2cccc(N(C)S(C)(=O)=O)c2)cc1OC,-0.9,4.2,83.0,-4.9,0.0,17.8,86.3,5.2,6.0
Cc1c(Cl)cccc1N1C(=O)CC(N(O)c2ccccc2)C1=O (centres undefined),-3.1,7.5,100.2,-0.9,1.0,-13.7,105.5,12.7,-3.3
CCOc1ccccc1CNC(=O)CCNS(=O)(=O)c1ccc2[nH]c(=O)oc2c1,1.9,1.2,100.4,-0.2,0.0,6.6,99.9,4.2,2.9
Cc1c(NC(=O)CSCc2ccccc2)cccc1C(=O)O,1.2,-0.1,106.4,-0.2,0.0,-64.8,101.1,-6.7,1.1
CC1=NN(C(=O)Cn2nc([N+](=O)[O-])cc2C)C(O)(C(F)(F)F)C1 (centres undefined),-2.5,-4.0,101.3,-1.0,0.0,15.1,90.8,5.2,6.8
COc1ccccc1N1CCN(C(=O)Cn2nnc(-c3cccs3)n2)CC1,-6.2,0.8,101.6,2.5,0.0,-7.5,106.6,4.8,1.3
Cc1cc(C)n(-c2nc3ccccc3c(=O)n2OCC(=O)Nc2c(C)cccc2C)n1,-0.3,6.2,108.0,0.4,0.0,3.3,102.0,3.0,6.9
COCCNC(=O)CSc1ccccc1C(=O)NCC1CCCCC1,3.9,3.5,96.2,-1.9,0.0,2.8,102.2,-2.9,-1.0
CCCCCCCCCC(=O)Nn1cnc2ccccc2c1=O,-0.7,6.0,93.6,1.5,0.0,11.1,93.3,4.1,3.9
O=C(COC(=O)c1cn(-c2ccccc2)nc1-c1ccc(F)cc1)Nc1ncc(Cl)cc1Cl,-3.4,11.8,91.1,-3.9,1.0,-1.4,90.4,11.3,-9.6
CN(C1CCCCC1)S(=O)(=O)c1ccc(S(=O)(=O)N2CCN(C(=O)c3ccccc3F)CC2)cc1,-2.7,-3.7,108.6,0.2,0.0,-2.5,106.7,2.3,-5.0
COc1ccc(CCNC(=O)NS(=O)(=O)c2ccc(C)cc2)cc1OC,6.4,4.1,101.9,-0.6,0.0,10.2,98.7,5.5,-4.6
CN(Cc1ccco1)C(=O)c1ccc(OC2CCN(Cc3ccccn3)CC2)cc1,0.7,5.4,95.6,-0.1,2.0,1.9,95.1,8.2,5.1
CCCC(c1nnnn1CCc1ccccc1)N1CCC(C(N)=O)CC1 (centres undefined),3.0,5.3,96.5,0.7,6.0,4.8,100.4,5.0,-1.9

# The last 2 entries of the section before are carried over, then new ones follow.
SMILES,Fam108B counter,BCLXL inh,CIT2-GFP yeast,MEX-5 binding,GRK2 inh,VLA-4 inh,AGP1 TOR yeast,MCL1-BIM inh,GLD-1 TGE inh
CN(Cc1ccco1)C(=O)c1ccc(OC2CCN(Cc3ccccn3)CC2)cc1,0.7,5.4,95.6,-0.1,2.0,1.9,95.1,8.2,5.1
CCCC(c1nnnn1CCc1ccccc1)N1CCC(C(N)=O)CC1 (centres undefined),3.0,5.3,96.5,0.7,6.0,4.8,100.4,5.0,-1.9
COc1cccc(CN(C)C(=O)C2CCN(S(=O)(=O)c3ccc(C)cc3)CC2)c1OC,.,-4.0,101.1,.,1.0,-2.3,105.1,-4.3,-1.6
CCOC(=O)N1CCN(C(=O)CS(=O)(=O)c2cn(Cc3ccc(Cl)cc3)c3ccccc23)CC1,0.2,8.7,101.3,-2.8,4.0,0.0,95.2,3.6,5.6
O=C(c1cccc(S(=O)(=O)NCc2ccc3c(c2)OCO3)c1)N1CCCC1,.,6.8,95.9,.,3.0,-4.1,97.0,4.0,2.4
CCCCn1c(=O)[nH]c2nc3cc(N)ccc3nc2c1=O,8.9,+,92.0,.,1.0,-84.1,90.7,+,+
CCOC(=O)c1cccc(NC(=O)CCn2nc(C)c(S(=O)(=O)N3CCCCC3)c2C)c1,1.6,-0.9,95.0,0.3,0.0,18.1,98.7,3.3,10.2
COCCn1c(C)cc(C(=O)COC(=O)CCN2C(=O)c3ccccc3C2=O)c1C,10.0,4.2,97.8,1.1,0.0,0.2,97.8,3.9,0.9
O=C(COC(=O)c1ccc(Cl)c([N+](=O)[O-])c1)NC1CCCC1,1.4,-1.1,102.5,2.4,0.0,7.5,99.6,-0.1,-5.5
O=[N+]([O-])CC(c1ccccc1)P(=O)(c1ccccc1)c1ccccc1 (centres undefined),3.9,5.2,114.7,-1.1,2.0,-10.0,104.0,2.6,8.0
OCc1cc(CO)c(O)c(CCc2ccccc2)n1,2.7,1.4,104.9,-3.3,2.0,-19.6,103.8,0.0,3.9
c1ccc(-c2nnc(N3CCOCC3)nc2-c2ccccc2)cc1,2.1,0.2,116.3,-3.1,0.0,-4.8,83.7,-6.2,2.0
Cc1ccc(S(=O)(=O)N2CCOCC2)cc1C(=O)N(C)CCOc1ccc(Cl)cc1,4.0,1.2,97.6,-0.7,0.0,0.1,103.3,-7.6,2.2
CCOc1cc(NC(=S)NCCCN2CCOCC2)c(OCC)cc1NC(=O)c1cccc(F)c1,-3.3,4.4,107.4,.,2.0,2.6,106.3,1.1,1.2
COCCCN1C(=O)C(=O)/C(=C(/O)c2ccc(S(=O)(=O)N3CCOCC3)cc2)C1c1ccc(C)cc1 (centres undefined),0.1,-4.1,101.3,-0.8,0.0,8.2,104.8,-0.8,2.5
O=C1CCCc2c1cc(C(=O)Nc1ccc(Cl)cn1)c(=O)n2-c1ccccc1,0.6,4.1,99.4,1.1,2.0,-6.0,97.8,-0.1,-0.3
COc1ccc(CCNC(=O)C2c3ccccc3C(=O)N2CCC(C)C)cc1OC (centres undefined),0.5,1.6,99.2,0.7,0.0,15.9,95.2,4.6,-5.0
O=S(=O)(c1ccc(NC(=S)N/N=C/c2c3ccccc3cc3ccccc23)cc1)N1CCOCC1,-0.9,5.0,106.7,-1.7,8.0,-14.8,96.9,-57.2,-6.4
Cc1ncc(CO)c2c1Oc1nc(-c3ccccc3)nc(SCC(=O)N(C)c3ccccc3)c1C2,-20.8,3.4,103.7,-0.8,1.0,-11.3,96.4,-9.6,-2.3
O=C1c2ccccc2C(Nc2cccc(C(F)(F)F)c2)N1Cc1ccco1 (centres undefined),-0.1,2.4,103.1,0.0,1.0,-3.1,103.7,-0.8,0.3
Cc1ccc(CN2CC(C(=O)N3CCN(S(=O)(=O)c4cc(C)ccc4C)CC3)CC2=O)cc1 (centres undefined),2.6,3.7,91.2,0.4,0.0,3.4,103.9,-1.2,5.0
Cc1cc(NC(=O)c2cc(-c3ccc(O)cc3)on2)no1,3.1,3.2,91.9,-0.9,0.0,0.5,89.9,-1.2,0.8
O=C(Nc1ccccc1)N1CCNCC1,-3.1,-1.9,108.1,0.1,0.0,3.6,106.9,-4.1,-3.6
CC(C)[C@H](NC(=O)C1CCN(S(=O)(=O)c2ccccc2)CC1)C(=O)NCc1ccco1,-1.4,3.6,102.8,1.8,0.0,-4.9,80.9,3.9,-5.6
COc1ccc(NS(=O)(=O)c2cccc(NC(=O)CCS(=O)(=O)c3ccccc3)c2)cc1,0.6,5.4,103.6,0.9,0.0,-3.2,100.9,1.9,-3.7
Cc1cc(OC(C)C(=O)NCC2CCC(C(=O)O)CC2)c2c(C)cc(=O)oc2c1 (centres undefined),1.0,-0.1,96.0,-2.5,0.0,6.3,104.0,1.6,-0.9
COc1ccc(/C=N/NC(=O)c2[nH]nc3c2CCc2ccccc2-3)cc1OC,-10.4,-6.0,114.3,-1.4,0.0,6.0,115.7,-10.1,-1.1
CC(C)CC(NC(N)=O)C(=O)NCc1ccc(Cl)cc1 (centres undefined),-2.2,-5.6,105.6,1.1,0.0,2.2,106.0,-5.2,1.0
CCC(CC)c1nnc(NC(=O)CS(=O)(=O)Cc2ccccc2)s1,-3.4,0.4,99.6,3.5,0.0,-0.4,98.8,0.4,-0.6
CC1CCc2c(sc(NC(=O)c3ccccc3C(=O)O)c2C#N)C1 (centres undefined),-0.1,0.5,111.0,1.0,0.0,-0.5,105.8,5.2,-0.5
O=C(COc1ccc(Cl)cc1Cl)N(c1ccccn1)C1CCCCC1,-2.1,3.4,100.4,-2.8,1.0,-2.4,102.0,-4.9,2.4
CCC(Sc1ncnc2c1nnn2-c1ccc(F)cc1)C(=O)OC (centres undefined),-2.4,3.8,92.1,3.2,2.0,8.6,90.8,-0.5,1.2
COc1ccc(CCNC2=NCCS2)cc1OC,-2.1,4.2,94.2,-1.0,0.0,-2.4,96.8,4.9,8.7
Cc1cc(OC(C)C)c2c(-c3ccccc3)cc(=O)oc2c1,6.6,2.6,93.4,0.4,1.0,-9.9,99.2,-3.0,0.7
Cc1nc(Cc2nnc(SCC(=O)N(C)c3ccccc3)o2)cs1,3.1,3.5,94.8,0.8,0.0,-19.2,105.3,6.6,7.8
COc1cccc(CN2CC(C(=O)N3CCN(c4ccc(Cl)cc4)CC3)CCC2=O)c1 (centres undefined),-0.4,4.0,106.8,1.6,1.0,2.4,98.8,3.7,4.0
C=CCNC(=O)CN(Cc1ccccc1)S(=O)(=O)c1ccc(C)cc1,0.9,1.8,101.7,2.2,0.0,7.2,94.2,-0.3,1.9
COc1ccc([N+](=O)[O-])cc1NC(=O)C(C)OC(=O)CSC(C)C(=O)Nc1cc(C)on1 (centres undefined),0.1,4.8,96.5,0.9,4.0,-4.3,103.0,6.1,-1.4
Cc1cccc(-n2cnc(C(=O)N/N=C/c3ccccc3)c2)n1,3.7,5.0,94.5,1.5,0.0,-0.3,94.8,8.2,4.2
